Salmonella PhoP GFP: inhibitors of PhoP regulon expression, primary screen, Salmonella Typhimurium, GFP reporter (AID 1863). S. Typhimurium PhoP-regulated promoter GFP reporter, 4 h; higher % means a stronger effect. one-dose inhibition, % at 50 µM; IC50 in µM for titrated hits. 300,000 compounds, 0.16% hits;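 active means inhibition over 29.93%, a cutoff 3 SD above the screen mean, later confirmed by dose response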;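 further: 0% = low Mg2+ inducing control and 100% = high Mg2+ repressing control; strong numbers were not always called active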
NTR1 ag: agonists of NTR1, primary screen, imaging, U2OS cells, beta-arrestin-GFP, high content (AID 493036). Neurotensin receptor type 1 (Homo sapiens), P30989. NTR1-U2OS beta-arrestin-GFP spot imaging, agonist mode. activation, % at 20 µM. 330,000 compounds, 0.17% hits;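 active means activation at or above 40% of the spot to cytoplasm intensity ratio, with at least 20 cells analyzed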;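 further: 0% = DMSO without peptide and 100% = 100 nM NTR1 peptide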
Target sequence (P30989 whole entry, looked up): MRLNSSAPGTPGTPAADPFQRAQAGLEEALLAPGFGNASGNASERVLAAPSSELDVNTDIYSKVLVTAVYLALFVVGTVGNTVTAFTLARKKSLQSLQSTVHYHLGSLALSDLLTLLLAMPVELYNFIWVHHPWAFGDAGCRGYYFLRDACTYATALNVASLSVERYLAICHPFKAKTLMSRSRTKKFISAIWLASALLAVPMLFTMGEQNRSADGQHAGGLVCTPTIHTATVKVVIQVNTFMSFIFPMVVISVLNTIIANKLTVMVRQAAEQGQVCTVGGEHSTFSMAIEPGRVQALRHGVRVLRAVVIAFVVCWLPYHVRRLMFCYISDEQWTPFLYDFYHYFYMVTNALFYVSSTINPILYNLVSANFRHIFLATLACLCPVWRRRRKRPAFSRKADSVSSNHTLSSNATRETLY
GPR55 LPI antagonism: GPR55 antagonists blocking LPI-driven arrestin recruitment, primary screen, imaging, U2OS, beta-arrestin-GFP, LPI agonist (AID 2013). U2OS GPR55 beta-arrestin-GFP translocation imaging, LPI antagonism; higher % means a stronger effect. inhibition, % at 10 µM, or IC50 in µM where a hit was titrated. 290,000 compounds, 0.13% hits;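 active means spots per cell inhibited over 60%, with over 100 cells counted and total cytoplasm intensity under 500,000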;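 further: U2OS cells stably carrying GPR55 and arrestin-GFP stimulated by 5 µM LPI near EC80; imaged beta-arrestin-GFP aggregate spots per cell after agonist stimulation; plate controls were LPI-stimulated DMSO wells for no effect and DMSO wells without LPI for full effect; some results filed as inactive read as strong as hits; confirmed hits need IC50 under 10 µM and bright autofluorescent wells are also inconclusive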
GPR35 arrestin U2OS: GPR35 antagonists blocking zaprinast-driven arrestin recruitment, primary screen, imaging, U2OS, beta-arrestin-GFP, zaprinast agonist (AID 2058). G-protein coupled receptor 35 (Homo sapiens). U2OS GPR35 beta-arrestin-GFP translocation imaging, zaprinast antagonism; higher % means a stronger effect. inhibition, % at 10 µM, or IC50 in µM where a hit was titrated. 290,000 compounds, 0.052% hits;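 active means inhibition of at least 50% with at least 30 cells and total cytoplasm GFP at most 10,000,000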
KOR beta-arrestin-1: KOR antagonists, beta-arrestin recruitment, cell-based, luminescence, uHTS (AID 1778); Kappa-type opioid receptor (Homo sapiens); KOR beta-arrestin recruitment, luminescence, antagonist mode; higher % means a stronger effect; inhibition, % at 10 µM, or IC50 in µM where a hit was titrated; 290,000 compounds, 0.091% hits; in the data active means inhibition above about 50%; further: strong numbers were not always called active
West Nile virus CPE: West Nile virus antiviral activity, cell-based, CPE readout (AID 1621) | one-dose CPE inhibition, % at 10 µM; IC50 in µM for titrated hits | West Nile virus-infected cells, CPE inhibition; higher % means a stronger effect | 290,000 compounds, 0.02% hits; in the data active means a potency from the dose series; further: strong numbers were not always called active
KOR beta-arrestin-2: KOR agonists, beta-arrestin recruitment, primary screen, cell-based, luminescence, uHTS (AID 1777); Kappa-type opioid receptor (Homo sapiens); KOR beta-arrestin recruitment, luminescence; higher % means a stronger effect; activation, % at 10 µM, or EC50 in µM where a hit was titrated; 280,000 compounds, 0.02% hits; in the data active means activation above about 50%, passing the limit was not always enough; further: a part of the inactive calls stands beside numbers as strong as those of hits
T cell modulator: modulators of CD8 T cell-vesicle binding, primary screen, mouse 2C CD8+ T cells, flow cytometry. 330,000 compounds, 0.068% hits. AID 2052, 2009. calls only at 7 µM. 2C CD8+ T cell-vesicle binding; active compounds read low;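 active means response, share of CD8 T cells binding vesicles, and their 90th percentile fluorescence all below set limits, cut at about 80% in these data, passing the limit was not always enough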
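Also added: QL9-peptide-loaded Drosophila micro-vesicles bearing Ld, ICAM-1 and B7-1; Test system: purified 2C TCR transgenic mouse naive CD8+ T cells; Measured by: cytometric PE anti-B7-1 and Alexa647 anti-CD8 signals after 1% paraformaldehyde fixation; Timing: binding step 1.5 h, 37 °C, antibody labelling 20 min, ice.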
GPR55 activation: GPR55 agonists via beta-arrestin recruitment, primary screen, imaging, U2OS cells, beta-arrestin-GFP redistribution (AID 1961); G-protein coupled receptor 55 (Homo sapiens); U2OS GPR55 beta-arrestin-GFP redistribution imaging; higher % means a stronger effect; activation, % at 10 µM, or EC50 in µM where a hit was titrated; 290,000 compounds, 0.048% hits;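 active means activation above 40% with more than 50 cells counted in the well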;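 further: U2OS osteosarcoma cells stably expressing GPR55 and beta-arrestin-GFP; plate controls were DMSO negative control for no effect and LPI positive control for full effect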
T cell modulator vesicle-bound %: second read-out of T cell modulator, no call of its own (marks repeat the call); double positive events, %; measured here: CD8+ vesicle-bound cell fraction;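 binding gate set so that unloaded-vesicle control wells show 10% double positive cells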
NTR1 ag cell count 20 µM: further read-out of NTR1 ag, marked with its call; cell count; measured here: cell count, cytotoxicity flag
An asterisk follows results filed as active; i = inactive; x = not tested or not shown; [ ] = another dose, or the depositor's remark.

SMILES	Salmonella PhoP GFP	NTR1 ag	NTR1 ag cell count 20 µM	GPR55 LPI antagonism	GPR35 arrestin U2OS	KOR beta-arrestin-1	West Nile virus CPE	KOR beta-arrestin-2	T cell modulator	T cell modulator vesicle-bound %	GPR55 activation
Cn1c(=O)c2c(ncn2CC(=O)Nc2cccc(S(=O)(=O)Nc3ccccc3F)c2)n(C)c1=O	-1%	0.8	56	7%	-14%	x	0.2%	x	i	36	0.2%
S=c1sc2c(N3CCOCC3)ncnc2n1-c1ccccc1	6%	1.5	59	-10%	-18%	-31%	0.4%	9.6%	i	45	-0.1%
Cc1cccc(NC(=O)c2ccc(S(=O)(=O)N3CCCC3)cc2)c1C	1%	-0.2	51	19%	6%	4%	1.1%	-0.9%	i	37	0.0%
CN(C)c1ccc(C2N(C)C(=O)c3ccccc3N2C)cc1 (centres undefined)	-3%	0.7	67	18%	-7%	-21%[20 µM]	-1.8%	1.0%	i	57	0.3%
CCOc1ccc(OCC)c(N=c2oc3c(C)ncc(CO)c3cc2C(N)=O)c1	-9%	1.3	66	7%	0%	-15%	x	4.6%	i	2	-0.1%
Cc1ccccc1-c1nnn(C/C(N)=N/O)n1	x	-1.2	65	6%	5%	13%[20 µM]	-0.2%	-2.1%	i	62	-0.2%
COc1cc(OC)c2c(-c3ccccc3)cc(=O)oc2c1C(CC(=O)N1CCOCC1)c1ccc2c(c1)OCO2 (centres undefined)	9%	-4.7	94	2%	15%	16%	0.1%	-2.0%	x	x	-0.1%
O=C1/C(=C/c2ccc(O)cc2)CCc2ccc([N+](=O)[O-])cc21	11%	3.3	51	-2%	5%	-2%	-1.3%	2.5%	i	44	0.0%
CCCC(=O)Nc1ccc2nn(-c3ccc(OC)cc3)nc2c1	4%	2.3	55	2%	0%	-25%[20 µM]	-0.3%	x	i	34	-0.1%
O=C1CC(N2CCC(c3nc4ccccc4o3)CC2)C(=O)N1Cc1cccs1 (centres undefined)	7%	-0.3	51	-9%	-1%	23%	-0.2%	3.0%	i	56	0.0%
COc1ccc(NC(=O)NCCc2c[nH]c3ccccc23)c(OC)c1	0%	0.7	82	0%	1%	9%	-0.2%	-5.7%	i	52	0.0%
COc1ccc(C(=O)N/C(=C\c2ccccc2)C(=O)Nc2ccc(C(=O)NCC(=O)O)cc2)cc1	0%	0.4	66	-13%	8%	5%[20 µM]	0.1%	-5.3%	i	54	-0.1%
Cc1c(Cl)cccc1-c1ccc(CNCc2ccccn2)o1	7%	0.2	51	-25%	-4%	-34%[20 µM]	-0.8%	-2.2%	i	55	-0.2%
CC(=O)Nc1c(C(=O)C2CC2)oc2ccccc12	-1%	0.7	73	5%	-7%	-2%	0.7%	0.0%	i	50	0.1%
Cc1c(C(=O)Nc2c(C)n(C)n(-c3ccccc3)c2=O)oc2c(Cl)cccc12	1%	-1.6	63	42%	-2%	-11%	-0.5%	-1.3%	i	6	-0.1%
C#CCOCCOCCOCCNc1nc(N2CCN(C(=O)C(Cc3ccc(O)cc3)n3cc(C(N)C(C)CC)nn3)CC2)nc(N2CCN(C(=O)C(Cc3ccc(O)cc3)n3cc(C(N)C(C)CC)nn3)CC2)n1 (centres undefined)	-9%	-2.9	107	11%	-1%	3%	0.8%	3.9%	i	21	0.1%
O=C(NC1CC1)c1nc2c(nnn2Cc2ccccc2Cl)c(=O)[nH]1	3%	-0.4	54	2%	-15%	1%	-0.4%	-0.7%	i	32	1.2%
Cc1nn2c(N3CCN(C)CC3)cc(C(C)(C)C)nc2c1-c1ccccc1	25%	3.5	46	5%	7%	9%	2.2%	-1.3%	i	25	0.3%
CCc1c(C)nc2cc(-c3cccc(Br)c3)[nH]n2c1=O	-12%	0.1	61	-2%	19%	-72%[20 µM]	-0.2%	3.0%	i	38	0.4%
CC(C)CCn1c(NCCN(C)C)nc2c1c(=O)[nH]c(=O)n2C	-15%	-1.1	33	16%	4%	-12%	0.3%	2.3%	i	26	-0.2%
CCn1c(CCNC(=O)c2ccco2)nc2ccccc21	1%	-0.9	45	4%	-17%	-21%	-0.1%	1.4%	i	13	0.1%
CCOC(=S)SCC(=O)N1CCc2ccccc2C1C1C(=O)CCCC1=O (centres undefined)	-15%	-1.0	94	12%	6%	15%	0.0%	0.8%	i	58	-0.5%
Cc1ccc(NC(=O)C2CC(=O)n3ncnc3N2)cc1 (centres undefined)	7%	-0.7	65	9%	9%	-35%	0.6%	-0.8%	i	57	0.0%
CCCOC1CCCN(C(=O)c2ccc3oc(C(C)C)nc3c2)C1 (centres undefined)	0%	0.1	63	1%	-1%	6%	-0.3%	-3.4%	i	17	-0.1%
CC(C)CNC(=S)NC1CCCC1	33%	-1.1	95	-6%	-3%	-20%	-0.2%	-6.4%	i	30	-0.1%

Following part:
SMILES	Salmonella PhoP GFP	NTR1 ag	NTR1 ag cell count 20 µM	GPR55 LPI antagonism	GPR35 arrestin U2OS	KOR beta-arrestin-1	West Nile virus CPE	KOR beta-arrestin-2	T cell modulator	T cell modulator vesicle-bound %	GPR55 activation
CCN1CCN(C2=C(Cl)C(=O)N(Cc3ccccc3)C2=O)CC1	5%	1.8	42	8%	-3%	16%	0.3%	-3.6%	i	41	-0.5%
Cc1ccccc1NC(=O)CCOc1ccccc1	-8%	x	x	-10%	10%	-9%	0.7%	2.2%	i	28	0.0%
Cc1cccc(-n2ncc3c(N(C)C4CCCCC4)ncnc32)c1	-6%	14	63	10%	16%	30%	0.3%	-1.1%	i	51	0.3%
CCC1=C(OC(=O)N(CC)CC)N2C(=O)OC(=NCCOC)[C@]2(Cc2ccccc2)[C@H]2C1=CC[C@H]1C(=O)NC(=O)[C@H]12	-4%	-1.0	56	11%	-14%	18%	-0.5%	-2.8%	i	16	-0.1%
O=C(c1cccc(Br)c1)N1CCN(S(=O)(=O)N2CCOCC2)CC1	-3%	-1.4	56	-1%	-1%	-23%[20 µM]	0.1%	x	i	37	0.0%
N#CCCN(C(=S)NC(=O)c1ccco1)c1ccccc1F	-5%	0.2	37	2%	14%	-10%	0.3%	-0.8%	i	10	-0.1%
CCn1c(=O)c2c(nc3n2CCCN3CCc2ccccc2)n(C)c1=O	-2%	1.3	60	5%	7%	-20%	0.2%	4.6%	i	59	-0.3%
CCOC(=O)c1cnc2ccc(OC)cc2c1NCc1ccccc1	8%	15	49	31%	4%	7%	-0.8%	-1.1%	i	55	0.6%
COc1ccc(OC)c(C2c3[nH]c4ccccc4c3C[C@H]3C(=O)N(CCCOC(C)C)CC(=O)N23)c1 (some centres undefined)	0%	-1.4	70	6%	-6%	-8%	-1.2%	4.2%	i	40	0.0%
O=C(Cn1ncc2c(=O)oc3ccccc3c21)NCCc1ccsc1	3%	1.6	75	4%	-16%	-14%	0.4%	-1.7%	i	18	0.4%
CCOC(=O)NC(=O)C(=CNc1cccc(C)c1)C(=O)NC(=O)OCC	2%	-1.5	67	-2%	-6%	19%	1.0%	6.0%	i	30	-0.4%
COC(=O)COC(=O)c1ccc(O)cc1	-6%	-2.8	88	-10%	-13%	5%	0.1%	4.2%	i	49	-0.2%
Cc1cc(C)nc(-n2nc(C)c3c(C(F)F)cc(C)nc32)n1	4%	-0.8	59	5%	-9%	20%	0.2%	1.3%	i	61	0.0%
O=C(COc1ccccc1)N1CCN(c2ncnc3c2cnn3-c2ccccc2)CC1	-13%	-0.1	36	-7%	3%	27%	-0.6%	0.4%	i	50	-0.1%
CCn1cc(C(=O)NCCC(=O)NCCCO)c(=O)c2cc3c(cc21)OCO3	5%	0.5	95	19%	12%	-8%	0.1%	-12%	i	54	0.3%
COc1ccc(C)cc1N(CC(=O)NCCSCc1cccc(Cl)c1)S(C)(=O)=O	12%	1.4	59	12%	1%	-9%[20 µM]	-1.2%	-4.5%	i	8	-0.2%
NC(=O)CSc1ccc(Br)cc1	17%	-1.4	81	-2%	-1%	33%	-0.2%	-4.5%	i	27	0.0%
O=C(Nc1ccccc1OC(F)F)c1oc2ccccc2c1COc1ccccc1	-3%	2.9	69	1%	-3%	8%	-0.2%	0.0%	i	54	0.6%
O=C(NC(=S)NN1CCCCC1c1cccnc1)c1ccc(Cl)cc1Cl (centres undefined)	-2%	1.1	36	-6%	-1%	12%	-0.5%	-0.5%	i	32	19%
CN(CC(=O)NCCCN1CCOCC1)S(=O)(=O)c1ccc(F)cc1	-3%	-1.2	49	6%	0%	4%	0.5%	-2.0%	i	19	-0.2%
O=C1CCCC(O)=C1C=Nc1ccc(O)cc1	-4%	0.5	46	18%	-2%	34%	0.4%	0.4%	i	30	0.7%
CC1C/C(=N/Nc2ccc([N+](=O)[O-])cc2[N+](=O)[O-])CC(C)(C)C1 (centres undefined)	10%	5.2	82	-2%	11%	-3%	-0.9%	-1.7%	i	54	0.0%
Cc1nnsc1C(=O)NNC(=O)Nc1ccccc1	0%	0.5	50	3%	0%	-16%	0.5%	-5.6%	i	35	-0.5%
COc1ccc(CNC(=S)Nc2cc(C)ccc2C)cc1	-6%	-0.6	44	-12%	3%	14%	0.5%	-2.3%	i	13	-0.1%
Cc1cc(S(=O)(=O)N2CCOCC2)ccc1OCC(=O)Nc1ccc(F)cc1F	-4%	-1.2	54	-14%	-16%	-38%	-0.1%	-0.9%	i	29	0.3%
CSc1nc(C)cc(OCCO)n1	-1%	6.1	46	-12%	9%	-5%	-0.2%	0.2%	i	9	-0.1%
Cc1noc(C)c1S(=O)(=O)N(CC(=O)NCc1ccccc1)c1ccc(C(C)C)cc1	1%	1.1	60	4%	10%	-15%	-0.4%	3.6%	i	26	0.1%

3 entries out of the list, arranged by molar mass, low to high.
SMILES	Salmonella PhoP GFP	NTR1 ag	NTR1 ag cell count 20 µM	GPR55 LPI antagonism	GPR35 arrestin U2OS	KOR beta-arrestin-1	West Nile virus CPE	KOR beta-arrestin-2	T cell modulator	T cell modulator vesicle-bound %	GPR55 activation
N#CCCN(C(=S)NC(=O)c1ccco1)c1ccccc1F	-5%	0.2	37	2%	14%	-10%	0.3%	-0.8%	i	10	-0.1%
O=C(NC1CC1)c1nc2c(nnn2Cc2ccccc2Cl)c(=O)[nH]1	3%	-0.4	54	2%	-15%	1%	-0.4%	-0.7%	i	32	1.2%
CN(CC(=O)NCCCN1CCOCC1)S(=O)(=O)c1ccc(F)cc1	-3%	-1.2	49	6%	0%	4%	0.5%	-2.0%	i	19	-0.2%
